IL-2 act – IL-2 activation; IL-2 activation reporter assay, cell-based qHTS; stimulated with anti-CD3/CD4/CD28 beads; in transgenic mouse T cells; 0.065% of 360,000 active; activation, % (series mostly up to about 46 µM); AID 652025; in the data active means activation above about 50%; inconclusive means mostly about 30% to 49%; further: 0% is about no effect
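Screening format: compound pinned onto unstimulated transgenic mouse T cells, 60 min incubation, then anti-CD3/anti-CD4/anti-CD28 bead stimulation for 18 hours at 37 degrees C, followed by EGFP and DsRed detection.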
EPAC1 antagonist – antagonists of human EPAC1; EPAC1 GEF assay, Rap1b-BODIPY-GDP exchange fluorescence; Potency, µM (series often up to 115 µM), for the others: at the top dose activity change, negative = inhibition, most hits filed as inhibitors; 0.14% of 360,000 active; AID 720709; O95398;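 further: potency means the concentration at half of the fitted maximal effect; plate controls were vehicle for no effect and positive control for full effect; nearly all actives have a fitted effect of over 50% in size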
EPAC2 agonist – activates human EPAC2 exchange factor; Q8WZA2; EPAC2 activation, biochemical qHTS; response scale: 100% = 6.5 mM cAMP response; 0.079% of 360,000 active; AID 720711; Potency, µM (series often up to 154 µM), inactives show top-dose activation, hits mostly activators; further: potency means the concentration at half of the fitted maximal effect; nearly all actives have a fitted effect of over 50% in size
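Compounds were titrated in qHTS against a Rap1B-BODIPY-GDP (250 nM) complex with EPAC2 (100 nM) and GDP (50 uM). BODIPY-GDP release tracked at 480/540 nm over 30 min at room temperature, normalized to 6.5 mM cAMP.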
EPAC1 ag – agonists of human EPAC1; O95398; EPAC1 agonist qHTS, biochemical assay; response scale: 100% = response to 6.5 mM cAMP; Potency, µM (top dose mostly 154 µM), without a hit: at the top dose activation, usual class: activators; 0.073% of 360,000 active; AID 720707; further: potency means the concentration at half of the fitted maximal effect; nearly all actives have a fitted effect of over 60% in size
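Nucleotide exchange by EPAC1 (100 nM) on Rap1B–BODIPY-GDP (250 nM) in the presence of 50 uM GDP is tracked fluorescently at 480/540 nm over 30 min. Signals are normalized to a 6.5 mM cAMP control.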
CCT modulator – modulators of cytosolic chaperonin (CCT/TRiC) activity; purified chaperonin ATPase assay, HTRF ADP detection, 30 min; activity change, % (test concentration not listed), hits read low; 0.3% of 360,000 active; in the data active means activity change below about -30%; further: on the % scale 0 is the no-effect control and ±100 the full control effect
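TRiC (40 or 20 nM final, by batch activity) in 30 mM Tris pH 7.4, 100 mM KCl, 5 mM MgCl2, 1 mM DTT was treated with compound at 76 uM single dose, then 10 uM ATP, 30 min at 37 °C. ADP was read by HTRF Transcreener.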
WRN inhibitor – inhibitors of human WRN helicase | Q14191 | WRN helicase unwinding, fluorescent forked duplex, kinetic | Potency, µM (titrated, usually from 114 µM), for inactives: at the top dose activity change, negative = inhibition, usual class: inhibitors | 0.46% of 360,000 active; further: potency means the concentration at half of the fitted maximal effect; on the % scale 0 is the no-effect control and ±100 the full control effect; nearly all actives have a fitted effect of over 55% in size
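Fluorescence dequenching readout, ex 525 nm/em 598 nm, kinetic mode: forked duplex DNA (100 nM final) with adjacent fluorophore and quencher unwound by WRN (20 nM final) with 2 mM ATP. Compound preincubation 15 min, room temperature.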
PLK1 PBD inh – blocks phosphopeptide binding to human PLK1 polo-box domain; 2.8% of 360,000 active; P53350; Potency, µM, inactives show max response, negative = inhibition, actives largely listed as inhibitors; Plk1 PBD binding of FITC phosphopeptide, fluorescence polarization; AID 720504; further: potency means the concentration at half of the fitted maximal effect; series mostly up to about 57 µM; on the % scale 0 is the no-effect control and ±100 the full control effect; nearly all actives have a fitted effect of over 65% in size
Target sequence (P53350 whole entry, looked up, the tested form may be a part): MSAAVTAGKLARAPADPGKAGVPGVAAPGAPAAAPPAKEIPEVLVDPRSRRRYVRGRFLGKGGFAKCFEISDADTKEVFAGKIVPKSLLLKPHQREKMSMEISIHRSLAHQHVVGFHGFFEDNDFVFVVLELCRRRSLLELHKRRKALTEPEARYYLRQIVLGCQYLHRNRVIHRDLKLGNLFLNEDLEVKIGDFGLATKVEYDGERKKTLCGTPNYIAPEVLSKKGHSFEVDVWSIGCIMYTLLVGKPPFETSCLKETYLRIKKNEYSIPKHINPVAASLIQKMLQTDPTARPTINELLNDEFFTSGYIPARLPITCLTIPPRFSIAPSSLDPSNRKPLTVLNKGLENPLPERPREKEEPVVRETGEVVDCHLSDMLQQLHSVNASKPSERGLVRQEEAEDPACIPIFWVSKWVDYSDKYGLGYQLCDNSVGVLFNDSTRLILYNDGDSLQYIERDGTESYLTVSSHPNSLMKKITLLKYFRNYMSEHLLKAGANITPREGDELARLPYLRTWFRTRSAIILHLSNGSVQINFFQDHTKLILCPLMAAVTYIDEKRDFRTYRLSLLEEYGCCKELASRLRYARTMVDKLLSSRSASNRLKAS
PI5P4Ka inh – PI5P4K alpha (human) kinase inhibition. P48426. PI5P4Kalpha enzyme, ADP-Glo luminescence, 60 min; hits give low values. max response, %. 1.2% of 330,000 active. AID 652105; active means max response of -50% or lower; inconclusive means between -30% and -50%; inactive means -30% or higher; further: value at the top dose of about 77 µM; on the % scale 0 is the no-effect control and ±100 the full control effect
Target sequence (P48426 whole entry, looked up): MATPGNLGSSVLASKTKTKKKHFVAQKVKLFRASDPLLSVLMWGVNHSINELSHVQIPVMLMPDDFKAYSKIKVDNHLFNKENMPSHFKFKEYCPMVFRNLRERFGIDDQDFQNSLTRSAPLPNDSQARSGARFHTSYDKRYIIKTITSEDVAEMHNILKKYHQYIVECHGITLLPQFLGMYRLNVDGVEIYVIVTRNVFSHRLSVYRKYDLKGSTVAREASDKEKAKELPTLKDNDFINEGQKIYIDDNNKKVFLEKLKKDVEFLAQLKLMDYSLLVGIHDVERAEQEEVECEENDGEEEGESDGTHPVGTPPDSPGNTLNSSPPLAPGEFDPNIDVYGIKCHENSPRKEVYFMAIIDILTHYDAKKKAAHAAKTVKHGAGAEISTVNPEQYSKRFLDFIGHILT
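Luminescence from ADP-Glo served as readout of PI5P4Kalpha activity in a qHTS format. Reaction: enzyme, substrate, compound, ATP at 5 microM final, 60 min at RT.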
* marks the source's active call; other numbers are inactive results; i = inactive; ? = inconclusive; / = no result given; [ ] = remark or other dose. Unless noted, the call rests on the fitted dose curve; in most records, active means well fitted curve in the direction sought with a large enough effect; inconclusive means small, poorly fitted or top-dose-only effect, or another doubt; inactive means no such curve, though single readings can be large; an effect the other way counts as inactive or inconclusive. This is a subset; rates above refer to the full screens.

SMILES	IL-2 act	EPAC1 antagonist	EPAC2 agonist	EPAC1 ag	CCT modulator	WRN inhibitor	PLK1 PBD inh	PI5P4Ka inh
COC(=O)c1ccccc1NC(=O)CSc1nnc(-c2cccnc2)n1C	-0.4	-4%	6%	-6%	-0.6	-3%	-2%	0
O=C(CCc1ccccc1)Nc1ccc2c(c1)C(=O)OC2	-0.3	-1%	-6%	3%	1.0	0%	7%	-7
C[C@H](CO)N1C[C@H](C)[C@@H](CN(C)S(=O)(=O)c2ccccc2)Oc2c(NS(=O)(=O)c3cccs3)cccc2C1=O	0.7	0%	-1%	0%	-1.3	-4%	-9%	2
O=C(OC1CCOC1=O)c1ccc(Cl)c(S(=O)(=O)N2CCOCC2)c1 (configuration not stated)	-0.3	-17%	0%	0%	-1.1	-10%	-8%	-10
CCCCC(=O)NC(=S)Nc1ccc(S(=O)(=O)N2CCCC2)cc1	0.1	-7%	0%	0%	-1.6	-10%	-8%	3
CCNc1cc2c(cc1O)CCC1C2CCC2(C)C(O)CCC12 (configuration not stated)	-7.4	0%	2%	-7%	-25	0%	?	-1
NC(=O)c1ccccc1NCC(=O)c1ccc(F)cc1	1.4	-88%	0%	?	1.4	?	i	-17
NC(=O)c1ccsc1NC(=O)COC(=O)C1CC2CCCC(C1)C2=O (configuration not stated)	3.1	-19%	0%	1%	-1.2	-13%	-10%	-27
CCN(CC)S(=O)(=O)c1cc([N+](=O)[O-])ccc1NNC(=O)Nc1ccc(F)cc1	-1.7	-3%	-5%	3%	0.9	-20%	-7%	5
O=C(NC(=S)N1CCN(c2ccc([N+](=O)[O-])cc2)CC1)c1ccco1	1.1	7%	-2%	-3%	-1.4	0%	-12%	-9
CCOC(=O)N/N=C1\CC(C)S(=O)(=O)c2ccc(Cl)cc21 (configuration not stated)	-3.6	-5%	13%	5%	-3.4	-1%	-4%	2
O=c1c(Cl)c(N/N=C/c2ccc(Br)cc2)cnn1-c1ccccc1	-1.7	-7%	0%	0%	-1.0	?	0%	-4
O=C(Nc1sc2c(c1C(=O)O)CCCC2)c1ccc(F)cc1	-1.4	-18%	-1%	-1%	-2.4	-8%	-6%	2
O=C(O)Cc1nc(-c2cccnc2)sc1-c1ccc(Br)cc1	0.7	-28%	-3%	11%	-1.1	-28%	?	-61*
N#Cc1c(SCC(=O)N2CCOCC2)nsc1SCC(=O)N1CCOCC1	-1.3	-2%	0%	-4%	-2.2	9%	-9%	-3
O=C1NCCc2c1[nH]c1ccc([N+](=O)[O-])cc21	-1.0	-27%	-1%	7%	-2.7	1%	-1%	-7
Cc1ccc(-c2cc([C@H]3[C@@H]4C=CCC[C@@]4(C)C(=O)N3Cc3ccccc3)ccc2F)cc1	-0.1	-11%	5%	5%	-1.2	-8%	-11%	1
COc1ccccc1N1CCN(S(=O)(=O)c2ccc3c(c2)NC(=O)CS3)CC1	2.1	-14%	1%	4%	0.4	-3%	0%	0
CN1CCN(C(=O)/C=C/c2ccc([N+](=O)[O-])cc2)CC1	0.3	2%	-8%	7%	0.5	0%	-4%	9
CC(c1nc2ccccc2n1Cc1ccccc1)N1CCCCC1 (configuration not stated)	0.6	2%	5%	8%	0.4	7%	-11%	-2
O=C(NC1CCN(Cc2nnnn2CCc2ccccc2)CC1)c1ccccc1F	-0.8	0%	0%	0%	1.0	10%	-4%	1
COc1ccc(NC(=O)CN(C)C(=O)CCSc2ccc(C)cc2)cc1	-2.8	2%	3%	4%	-3.9	-1%	-28%	-1
O=C(Nc1nnc(SCC(=O)N2CCCCC2)s1)c1c(F)cccc1F	2.4	5%	5%	3%	-9.8	-5%	-5%	-13
Cc1cc(NS(=O)(=O)c2ccc(NC(=O)C(C)Oc3ccc(C(C)C)cc3)cc2)no1 (configuration not stated)	-1.2	-9%	4%	-4%	-1.2	-14%	-3%	3
Cc1cn2c(=O)c(C(=O)N3CCN(c4ccccc4)CC3)cnc2s1	0.2	-8%	13%	-26%	0.6	-16%	-5%	2

Quoted at random: 3 compounds from above
SMILES	IL-2 act	EPAC1 antagonist	EPAC2 agonist	EPAC1 ag	CCT modulator	WRN inhibitor	PLK1 PBD inh	PI5P4Ka inh
O=C(Nc1sc2c(c1C(=O)O)CCCC2)c1ccc(F)cc1	-1.4	-18%	-1%	-1%	-2.4	-8%	-6%	2
O=C(OC1CCOC1=O)c1ccc(Cl)c(S(=O)(=O)N2CCOCC2)c1 (configuration not stated)	-0.3	-17%	0%	0%	-1.1	-10%	-8%	-10
O=C(O)Cc1nc(-c2cccnc2)sc1-c1ccc(Br)cc1	0.7	-28%	-3%	11%	-1.1	-28%	?	-61*

(next part)
SMILES	IL-2 act	EPAC1 antagonist	EPAC2 agonist	EPAC1 ag	CCT modulator	WRN inhibitor	PLK1 PBD inh	PI5P4Ka inh
Cc1ccc(CSc2nc3c(c(=O)[nH]c(=O)n3C)n2CCC(C)C)cc1	-3.9	3%	-1%	15%	0.4	-2%	-16%	3
O=C(COC(=O)c1ccc([N+](=O)[O-])o1)Nc1cccc(S(=O)(=O)N2CCCCC2)c1	-0.6	4%	5%	11%	1.9	4%[11.6 µM]	-7%	-11
O=C(CSc1nc(O)cc(=O)[nH]1)N1CCCc2ccccc21	0.3	-21%	6%	1%	-2.0	?	-19%	-16
CN(C)c1ccc(-c2ccnc3c2CC(C)(C(=O)NCCC(F)(F)F)O3)cc1 (configuration not stated)	0.6	-13%	18%	-14%	-3.0	1%	-8%	-9
Cc1ccc(OCCCn2ccnc2)c(Br)c1	0.1	-8%	6%	-1%	-3.8	6%	-14%	1
Cc1ccc(C(=O)N(CN2CCCC2=O)c2ccc(F)cc2)cc1	-2.6	-1%	3%	8%	-2.2	4%	-5%	/
COC(C[C@H](O)[C@@H](C)[C@@H](O)COCc1ccccc1)OC	0.2	-9%	-2%	-13%	0.0	13%	3%	8
CN(CC(=O)Nc1c(Cl)cccc1Cl)C(=O)c1cc2ccccc2cc1O	-3.1	-18%	0%	9%	-2.6	-6%	-11%	2
Cc1ccc(C(=O)n2nc(-n3cccc3)c3c(C)cc(C)nc32)cc1	0.0	-13%	12%	1%	-1.2	3%	23%	-1
O=C(NCC(=O)N1CCC2(CC1)NCCc1[nH]cnc12)c1ccccc1F	-3.2	26%	-6%	6%	0.6	-3%	1%	5
CCN(CC)C(=O)C1=C(C)N(Cc2ccc(OC)cc2)C(=O)C(CC(=O)NCCCCc2ccccc2)C1 (configuration not stated)	-1.8	2%	14%	0%	-1.0	-8%	-12%	-2
CCCc1cc(C(=O)Nc2cc(OC)c(Cl)cc2OC)no1	-2.8	-26%	10%	8%	-1.1	-8%	-7%	2
CCn1c(/C=C/c2ccccc2C)nc2ccccc2c1=O	-5.3	-7%	13%	8%	-2.6	-2%	-3%	4
O=C(CNC(=O)Cc1ccccc1)N=Nc1c(O)[nH]c2ccccc12	-1.9	-5%	3%	10%	-3.5	-8%	-13%	-3
O=C(NCC(c1cccs1)N1CCOCC1)c1cn(-c2ccccc2)nc1-c1ccc(F)cc1 (configuration not stated)	-3.1	6%	20%	6%	-0.9	0%	-1%	5
CCCCOC(=O)c1ccc(N2C(=O)CC(N3CCN(C/C=C/c4ccccc4)CC3)C2=O)cc1 (configuration not stated)	-2.8	-6%	-11%	15%	-1.5	-3%	0%	7
C/C(=N\N1CCN(c2ccc(Cl)cc2)CC1)c1ccco1	-0.6	-3%	-2%	0%	-4.7	5%	-9%	6
CC(C)CNS(=O)(=O)c1cc(C(=O)OC2CCOC2=O)c(Cl)cc1Cl (configuration not stated)	-1.0	1%	5%	6%	0.4	-1%	-2%	1
CC(C)C[C@@H](CN1CCC[C@H]1CN1C(=O)C(=O)NC[C@@H]1Cc1ccc(O)cc1)N1C[C@H](Cc2ccc(O)cc2)N(CCc2ccccc2)C(=O)C1=O	-0.1	-14%	10%	-3%	0.5	3%	-9%	-19
CCOC(=O)c1c(-c2ccccc2)csc1NC(=O)CSc1nncs1	-2.2	-1%	8%	6%	2.2	-25%	-4%	-12
Cc1cc(C)c2c(n1)nn1c(N3CCN(c4ccccc4)CC3)cc(C)nc21	-1.2	5%	5%	-5%	-1.1	-12%	-9%	/
COc1cccc(C(=O)NCC(=O)N2CCN(c3ccc(C(F)(F)F)cn3)CC2)c1	-2.4	-21%	7%	8%	-2.7	7%	-5%	-4
NC(=O)CC(NC(=O)Cc1ccc(Cl)cc1)c1ccc(NC2CCCC2)c([N+](=O)[O-])c1 (configuration not stated)	0.2	-14%	-9%	7%	0.1	4%	5%	1
COc1cc(CC(=O)OCC(=O)Nc2ccc(Cl)c(S(=O)(=O)N(C)C)c2)cc(OC)c1OC	0.4	-4%	17%	2%	-2.0	-2%	-8%	2
O=C1C(=Cc2cccc(Cl)c2)CCc2ccccc21	-0.2	-9%	5%	-2%	-0.4	-6%	0%	20

Remaining list, next part.
SMILES	IL-2 act	EPAC1 antagonist	EPAC2 agonist	EPAC1 ag	CCT modulator	WRN inhibitor	PLK1 PBD inh	PI5P4Ka inh
O=C(Nc1ccc(OC(F)F)cc1)c1ncc(Cl)c(Cl)c1Cl	-0.5	-14%	14%	9%	-2.5	4%	-8%	3
CCCn1c(=O)cc(N)n(-c2ccc(OC(F)(F)F)cc2)c1=O	-1.6	-2%	7%	0%	-1.9	4%	-10%	2
Cc1ccc(-c2nn3c(C)nnc3s2)cc1NC(=O)c1ccc(-c2ccc(Cl)cc2Cl)o1	1.1	-14%	15%	5%	-0.7	?	-10%	/
O=C(NCCN1CCC(n2c(=O)[nH]c3ccccc32)CC1)c1cccs1	0.2	3%	9%	-4%	-1.1	-8%	0%	-1
O=C(N/N=C/c1ccncc1)c1nn(Cc2ccccc2)c(=O)c2ccccc12	-0.1	-5%	11%	4%	-0.6	-24%	-2%	-16
CCOc1cc(/C=N/Nc2nc(N3CCCCC3)nc(N3CCCCC3)n2)ccc1OC(=O)c1ccco1	1.5	7%	8%	-6%	-0.5	7%	-3%	2
Cc1[nH]c2ccc(C(=O)NCCCN3CCCCC3)cc2c1C	2.8	1%	2%	-6%	1.8	-4%	2%	4
COc1ccc(N2CCN(S(=O)(=O)c3ccc4c(c3)NC(=O)C(C)S4)CC2)cc1 (configuration not stated)	-1.8	-18%	-8%	-7%	-8.0	-4%	-13%	0
CN1CCCC1CCNc1ccc2oc3ccccc3c(=O)c2c1 (configuration not stated)	-0.3	8%	-1%	-18%	-0.1	6%	-5%	2
O=C(CS(=O)CC(=O)Nc1ccccc1-c1ccccc1)Nc1ccc(F)cc1 (configuration not stated)	-0.3	-9%	7%	-2%	0.3	3%	-5%	-6
C/C(=N/NC(=O)CNC(=O)c1ccncc1)c1ccc(Cl)cc1	-0.9	-17%	14%	7%	-1.2	-29%	-8%	-3

Screens deposited in PubChem BioAssay by National Center for Advancing Translational Sciences (NCATS).
